Compound activity deposited in PubChem BioAssay by Broad Institute.
XiGFP reactiv: activators of inactive X chromosome reactivation, primary screen, imaging, XiGFP fibroblasts, GFP high-content imaging, set 2. XiGFP mouse fibroblasts, % GFP-positive cells imaging, 3 d; cells co-treated with 5-aza-dC sensitizer; scaled so ellipticine positive control = 100%. activation, % at 7.58 µM. 360,000 compounds, 0.055% hits;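 active = mean normalized replicate activation at least 10% and every replicate at or above 10%; inconclusive = only one of the two criteria met; inactive = mean below 10% and not all replicates reach 10%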;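 note: 0% = median of on-plate neutral control wells and 100% = ellipticine 6 µM median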
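Material: XiGFP fibroblasts, SV40-immortalized. Buffer or medium: DMEM plus 5-aza-dC sensitizer. Compound: single concentration per compound, delivered by pin transfer. Times: 3 days compound exposure. Controls: ellipticine 6 µM.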
E-selectin induc: E-selectin induction in HUVECs, primary screen, imaging, HUVEC, immunofluorescence imaging, single point. activation, % at 7.58 µM. normalized: neutral wells 0, TNF-alpha wells 100. 260,000 compounds, 0.37% hits. AID 686992, 2013;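 active = mean E-selectin-positive cell signal at least 10% of the positive control, reached in at least 60% of replicates, without over 20% cell loss; inconclusive = no rule given, readout overlaps actives, possibly toxicity-flagged; inactive = the rest, including those meeting only one limit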;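 note: in these data hits start at about 27%; measured in HUVEC primary endothelial cells; signal is the percent of cells scored E-selectin positive by PE staining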
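System: HUVEC, human umbilical vein endothelial cells; quantity: 3,000 cells/well; buffer or medium: EGM-2 medium, gelatin-coated wells; dosing: single-point compound dose; detection: immunofluorescence imaging; evaluation: % PE-positive cells; benchmarks: TNF-alpha, DMSO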
CFTR F508del cor: F508del CFTR correction, initial screen, CFBE line, single point | activity (quench increase), % at 7.58 µM | CFBE cells, YFP halide quenching; stimulated with forskolin plus potentiator P3; % fluorescence drop versus neutral controls | 350,000 compounds, 0.36% hits | AID 720511, 2013;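 active = mean added fluorescence quench of at least 8% versus neutral control, with both replicates also reaching 8%; inconclusive = only one of the mean or replicate conditions met; inactive = mean below 8% and not both replicates reaching 8%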;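 note: cells transiently co-express mutant CFTR-F508del with the halide-sensitive YFP; corrector assay measuring rescue of mutant channel to the surface after 24 h compound exposure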
DENV2 CPE: inhibitors of DENV2 cytopathic effect, primary screen, cell-based, plate reader, single concentration; DENV2-infected cells, cytopathic effect rescue; CPE inhibition, % at 9.99 µM; 350,000 compounds, 1.7% hits; in the data active = CPE inhibition above about 20%, passing the limit was not always enough; inconclusive = no clear call, values can overlap the other calls; tested in BHK-21 cells;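 note: 0% = median of neutral control wells and 100% = median of positive control wells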
RAD54 inh: inhibitors of human RAD54 branch migration, primary screen, biochemical, fluorescence, single point; inhibition, % at 10.4 µM; 360,000 compounds, 0.14% hits; RAD54 Holliday junction branch migration, FAM/BHQ fluorescence; AID 602329, 2012; DNA repair and recombination protein RAD54-like (Homo sapiens), Q92698;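 active = mean normalized replicate activity at least 40 and at least half of replicates scoring 40 or more; inconclusive = only one of the two criteria met; inactive = mean below 40 and under half of replicates reaching 40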;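 note: 0% = median of neutral control wells and 100% = median of positive control wells; inhibitors cause a drop in the FAM fluorescence signal; in these data hits start at about 50%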
RAD52 inh: RAD52 DNA annealing inhibitors, primary screen, biochemical, FRET, single point, set 2. recombinant RAD52 DNA annealing, FRET fluorescence. DNA repair protein RAD52 homolog (Homo sapiens), P43351. inhibition, % at 18.7 µM. 360,000 compounds, 0.46% hits. AID 651710, 2012;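 active = every replicate showing at least 50% inhibition; inconclusive = mean inhibition at least 50% but not in every replicate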
Target sequence (P43351 whole entry, looked up): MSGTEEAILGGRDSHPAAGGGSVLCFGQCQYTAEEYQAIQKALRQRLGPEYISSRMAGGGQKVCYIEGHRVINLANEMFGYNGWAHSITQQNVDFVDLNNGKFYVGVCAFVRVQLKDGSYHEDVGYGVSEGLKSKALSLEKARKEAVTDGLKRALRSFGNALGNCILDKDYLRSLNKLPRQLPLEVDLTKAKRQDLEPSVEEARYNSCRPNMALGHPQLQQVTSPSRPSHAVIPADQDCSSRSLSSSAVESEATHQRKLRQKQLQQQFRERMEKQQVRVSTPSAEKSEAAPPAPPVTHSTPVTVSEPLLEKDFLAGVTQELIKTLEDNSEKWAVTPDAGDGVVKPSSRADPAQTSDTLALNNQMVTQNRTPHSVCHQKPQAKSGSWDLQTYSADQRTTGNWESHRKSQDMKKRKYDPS
Casp6 inh: human caspase-6 inhibitors, primary screen, biochemical, VEID-R110 fluorescence, single point, set 2; 350,000 compounds, 0.53% hits; purified caspase-6, Z-VEID-R110 cleavage fluorescence; inhibition, % at 12.5 µM; AID 686996, 2013;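 active = mean inhibition across replicates at least about 35%, with every replicate also reaching that limit, limit read from the data; inconclusive = only one of the two criteria met; inactive = neither criterion met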;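 note: 0% = median of neutral control wells and 100% = no fluorescence left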
Target sequence (P55212 24-179 limits assumed): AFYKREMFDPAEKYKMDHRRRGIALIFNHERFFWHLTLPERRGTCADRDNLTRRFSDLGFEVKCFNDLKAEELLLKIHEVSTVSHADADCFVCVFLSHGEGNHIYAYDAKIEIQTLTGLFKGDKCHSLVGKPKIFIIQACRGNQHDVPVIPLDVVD
Target sequence (P55212 194-293 limits assumed): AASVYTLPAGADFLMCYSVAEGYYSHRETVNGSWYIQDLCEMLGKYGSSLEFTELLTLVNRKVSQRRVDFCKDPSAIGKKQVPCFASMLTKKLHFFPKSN
INS-1E GSIS act: GLuc luminescence reporter in INS-1E cells, primary screen for activators of glucose-dependent secretion of insulin | 370,000 compounds, 0.61% hits | activation, % at 16.6 µM | INS-1E GLuc reporter insulin secretion, 2-3 h;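 active = lowest replicate activation of at least 40%, so every replicate reaches that level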;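 note: 0% = median of neutral control wells and 100% = median of IBMX positive control wells; some compounds called inactive have numbers as strong as hits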
* = called active by the depositor; ? = inconclusive; · = not tested or not shown; & = joins results of further samples. Outcome played no part in choosing rows. Share with any hit: about 3.7%.

The first 3 compounds, ahead of the listing:
molecule	Casp6 inh	XiGFP reactiv	INS-1E GSIS act	RAD52 inh	E-selectin induc	CFTR F508del cor	DENV2 CPE	RAD54 inh
O=C(NC(=S)NNC(=O)c1ccco1)c1ccccc1	0	0.2	16	-20	·	-1.1	2	-5
C/C=C/c1cnc2c(c1)C(=O)N([C@@H](C)CO)C[C@H](C)[C@@H](CN(C)C(=O)c1cccnc1)O2	1	-0.3	12	14	-0.1	4.3	-2	0
CCC(C(=O)NCCCN1CCN(CCCNC(=O)C(CC)c2ccccc2)CC1)c1ccccc1 (stereo not drawn)	-17	0.1	-19	-9	·	-5.6	1	2

The listing (from the top)
molecule	Casp6 inh	XiGFP reactiv	INS-1E GSIS act	RAD52 inh	E-selectin induc	CFTR F508del cor	DENV2 CPE	RAD54 inh
O=C(NC(=S)NNC(=O)c1ccco1)c1ccccc1	0	0.2	16	-20	·	-1.1	2	-5
C/C=C/c1cnc2c(c1)C(=O)N([C@@H](C)CO)C[C@H](C)[C@@H](CN(C)C(=O)c1cccnc1)O2	1	-0.3	12	14	-0.1	4.3	-2	0
CCC(C(=O)NCCCN1CCN(CCCNC(=O)C(CC)c2ccccc2)CC1)c1ccccc1 (stereo not drawn)	-17	0.1	-19	-9	·	-5.6	1	2
Cc1ccccc1-c1ccc([C@H]2[C@H](CO)N3C(=O)CN(C(=O)c4ccc(F)cc4)C[C@@H]23)cc1	3	0.0	-9	-2	1.6	1.6	6	·
Cc1ccsc1/C=N/NC(=O)c1nnn(-c2nonc2N)c1CSc1ccccc1	-2	0.0	·	-7	·	0.7	8	-2
Cc1ccc2c(c1)c1nnc(SCC(=O)NC3CC3)nc1n2C	·	0.0	7	-9	0.7	-1.2	3	0
NS(=O)(=O)c1ccc(CCNC(=O)COC(=O)C2COc3ccccc3O2)cc1 (stereo not drawn)	1	-0.5	-15	-11	·	-2.6	3	-7
Cc1ccc(C(=O)Nc2cc(-c3ccn[nH]3)c(C)n(N)c2=O)cc1	4	0.0	-5	-14	·	-0.3	-3	-4
O=C(Cc1csc(Nc2nc(=S)[nH]c3ccccc23)n1)N1CCN(c2cccc(C(F)(F)F)c2)CC1	3	0.1	28	-34	5.5	4.3	-4	-3
O=C1CSC(=Nc2ccc(Cl)cc2)N1	2	0.1	17	-27	·	2.6	-1	6
CSc1nc(N)cc(=O)[nH]1	0	0.0	4	0	0.5	1.0	-7	·
O=C(NCCc1c[nH]c2ccccc12)/C(=C\c1ccco1)NC(=O)c1ccco1	-1	-0.1	·	-13	·	·	1	2
Cc1ccccc1-c1ccc([C@@H]2[C@@H](CO)N3C(=O)CN(S(C)(=O)=O)C[C@H]23)cc1	0	0.0	-5	-7	-0.1	5.1	-7	·
COc1ccccc1Cc1c(-c2ccccc2)nc2c3ccccc3ccn12	-1	0.1	14	-22	0.0	-0.5	-5	·
C[C@H]1CN([C@@H](C)CO)C(=O)c2cccc(NC(=O)Nc3ccc(C(F)(F)F)cc3)c2O[C@H]1CN(C)S(=O)(=O)c1cccs1	-2	0.0	-17	-9	-2.4	-2.4	6	-4
CCOC(=O)c1c(C)nc(C)c(C(=O)OCC)c1-c1cccnc1	-2	-0.1	2	8	-0.1	1.1	?	-9
CC(=O)c1cc2c(cc1NC(=O)Cn1nc(-c3ccc(C)cc3)ccc1=O)OCO2	-1	0.4	-8	-15	·	2.2	4	6
CNc1cccc(-c2ccc(C(=O)N3CCOCC3)cc2)n1	-3	0.0	4	-12	0.1	0.6	2	4
Cc1ccccc1-c1cc(C(=O)NCc2cccs2)nn1CC1CC(c2cccc([N+](=O)[O-])c2)=NO1 (stereo not drawn)	3	0.0	-5	-13	0.1	-2.3	-7	-6
COc1cc(C)cc(C(=O)O)c1C1=C(O)c2cccc(O)c2C(=O)C1=O	30	·	-6	-6	·	-2.9	7	-6
CC(C)C1C(=O)N(Cc2cn(Cc3ccco3)nn2)CCS(=O)(=O)N1Cc1ccc(-c2ccc(F)cc2)cc1 (stereo not drawn)	1	0.0	-32	-11	-0.1	-0.8	13	1
O=C(OCc1nnc(-c2ccc([N+](=O)[O-])cc2)o1)C1CCN(C(=O)c2ccc(F)cc2)CC1	2	0.5	·	-28	0.1	-3.1	?	-6
C[C@H]1[C@H](c2ccccc2)Oc2ccc(Cl)cc2S(=O)(=O)N1C[C@@H]1CCCN1C(=O)OC(C)(C)C	-5	0.2	-11	-11	0.0	-3.0	2	·
CCOc1ccccc1NC(=O)c1ccc(OCC)c([N+](=O)[O-])c1	-2	-0.1	-6	1	·	·	5	·
CC1(C)Cc2ccccc2C(NN=C2CCCC2)=N1	0	0.2	·	1	-1.4	-1.0	-4	·
Cc1ccc([N+](=O)[O-])cc1N(CC(=O)NCC1CCCO1)S(C)(=O)=O (stereo not drawn)	-3	0.0	-5	-6	·	2.2	0	·
CCCCOC(=O)C1=C(N)N2C(=O)C(C)SC2=C(C(=O)OCC)C1c1ccc(O)c(OC)c1 (stereo not drawn)	1	0.0	17	-14	0.0	-3.7	8	·
COC(=O)C1=C(C(=O)OC)[C@@H]2N(Cc3ccccc3)c3ccccc3[C@@]23C[C@@H](C(=O)OC)N(C(C)=O)C3=N1	2	0.0	-7	-11	-0.1	-1.2	19	0
CC(C(=O)N1CCc2ccccc21)N1CCN(Cc2ccccc2)CC1 (stereo not drawn)	-1	0.4	-1	-18	0.1	1.1	2	3
CC(C)C[C@@H]1NC(=O)[C@H](Cc2ccccc2)N(C)C(=O)[C@H](C)NC(=O)c2ccccc2NC(=O)[C@H](Cc2ccc(O)cc2)N(C)C1=O	-1	·	-2	-10	·	-5.0	1	-1
CCOC(=O)c1ccc(NC(=O)c2c(Cl)cc(C)nc2C)cc1	0	0.0	-2	-6	·	-5.8	-2	5
Cc1ccc(C(=O)Nc2ccc3c(c2)OCO3)cc1Cl	0	-0.1	12	-2	·	0.3	-9	11
COc1ccccc1N(Cc1cc(=O)[nH]c2ccccc12)C(C)=O	1	0.1	4	-9	·	-0.6	-4	1
Cc1ccccc1NC(=O)CSc1nc2ccccc2c(=O)n1C	-2	0.0	-8	-18	-1.3	-3.5	-2	4
COCCCNc1nc2c(-c3cccc(C)c3)nnn2c2ccc(Cl)cc12	-8	0.0	0	-23	1.0	-0.8	1	10
CC(C)NC(=O)N(C)C[C@H]1Oc2cc(-c3cccnc3)ccc2S(=O)(=O)N([C@@H](C)CO)C[C@@H]1C	0	0.0	20	-6	-0.2	1.4	0	5
CC1=CC(C)C(C(=O)O)C(C(=O)Nc2cccnc2)C1 (stereo not drawn)	-1	0.0	-1	-17	·	0.0	1	·
CC1=C(C#N)C(NC(=O)c2ccco2)(C(F)(F)F)C(=O)N1 (stereo not drawn)	2	·	20	-3	·	-4.3	-5	3
Cc1ccc(Cn2c(SCC(=O)N(C)C3CCS(=O)(=O)C3)nc3ccccc3c2=O)cc1 (stereo not drawn)	6	-0.1	1	-9	-1.3	-2.2	15	·
NC(=O)c1ccccc1NC(=O)CC12CC3CC(CC(Br)(C3)C1)C2	-5	0.2	1	-23	-0.1	0.0	2	0
COc1ccc(S(=O)(=O)N2CCCCC2)cc1NC(=O)CCCOc1ccc(C)cc1	-1	-0.1	-2	-13	3.6	0.9	2	-4
COc1cc(OC)c(C(=O)OCC(=O)N2CCN(S(=O)(=O)c3ccc(C)cc3C)CC2)cc1OC	1	0.0	-14	-17	-0.2	-1.2	-3	4
O=C(O)CCCCCCC(=O)Nc1ccc(C2OC(CSc3ccncc3)CC(c3ccccc3)O2)cc1 (stereo not drawn)	-3	·	·	4	·	-0.8	-9	-2
C[C@@H]1CN([C@H](C)CO)C(=O)CCCn2nncc2CO[C@H]1CN(C)C(=O)c1cc(-c2ccccc2)on1	2&2	0.1&0.4	-5&6	-6&-14	0.8&-0.1	-2.8&-0.1&-2.7	19&2	4&8
OCC1(CCc2ccccc2)CCN(Cc2c(F)ccc(F)c2F)CC1	-2	0.1	-6	-4	0.0	4.2	4	·
Cc1ccc(NC(=O)Nc2c(C)[nH]c(=O)[nH]c2=O)cc1Cl	-1	0.1	-1	-8	0.1	-1.8	-9	-6
COc1ccc(S(=O)(=O)N2CCN(c3ccc(F)cc3)CC2)cc1C(=O)N1CCOCC1	0	0.0	-3	-6	·	-0.2	0	-2
O=c1nc(NO)ccn1C1CCCO1 (stereo not drawn)	1	0.0	-4	6	0.1	0.7	?	·
O=C1C=C(NNC(=O)c2cccnc2)CC(c2ccco2)C1 (stereo not drawn)	4	0.1	-6	-49	0.1	-3.2	5	·
Cc1ccc(NC(=O)c2noc3c2CCC3)cc1C	54*	-0.1	2	-7	·	2.3	-1	·
CCN(C(=O)COC(=O)c1ccccc1Oc1ccccc1)c1c(N)n(Cc2ccccc2)c(=O)[nH]c1=O	2	-0.1	-6	-13	-0.4	2.8	2	8
CC(=O)Nc1ccc(C(=O)N/C(=C\c2ccccc2)C(=O)Nc2cccc(C(=O)O)c2)cc1	4	0.0	·	-7	-0.2	-1.2	2	9
Cc1ccccc1NC(=O)/C(C#N)=C\c1ccsc1	0	0.3	·	-3	-0.2	·	-1	·
